Source: PubChem BioAssay
DAGLB inh – DAGLB lipase inhibitors, primary screen, biochemical, fluorescence, HTS; HEK293T DAGLB membrane lysate, EnzChek fluorogenic substrate; inhibition, % at 5.17 µM; actives 0.059% (n = 340,000); in the data active means inhibition above about 34%;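 further: 0% = enzyme with vehicle and 100% = wells lacking enzyme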
OPRM1-OPRD1 inv – inverse agonists of MOR-DOR heterodimerization, primary screen, cell-based, luminescence | cell-based MOR-DOR heterodimer luminescence, inverse agonism | inhibition, % at 9.3 µM | actives 0.21% (n = 340,000) | AID 504357, 2011; in the data active means inhibition above about 22%, passing the limit was not always enough;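 further: 0% = cells with DMSO and 100% = wells without cells with DMSO; values of inactives mirror those of a sister screen read the other way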
Pemphigus Ab inh – inhibitors of pemphigus antibody binding to DSG3, primary screen, biochemical, bead-based, flow cytometry, scFv-GFP. Desmoglein-3 (Homo sapiens), P32926. DSG3-coupled beads, scFv-anti-DSG3-GFP binding; hits give low values. binding (percent of control), % at 10 µM. actives 0.48% (n = 310,000). AID 588358, 2011;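 active means binding more than 3 SD below its plate's average and above zero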;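 further: hits lower antibody fragment binding to DSG3; some compounds called inactive have numbers as strong as hits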
PKA-R1A act – activators of PKA-R1A holoenzyme, primary screen, biochemical, fluorescence polarization, Cy5-IP20, bovine R1A, mouse PKAc | cAMP-dependent protein kinase type I-alpha regulatory subunit (Bos taurus) + … | activation, % at 11.4 µM | PKA-R1A dissociation; scaled: DMSO 0%, 113 µM cGMP 100% | actives 0.083% (n = 340,000) | AID 504707, 2011;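 active means percent activation above the mean of all tested compounds plus 3 SD, cut at about 19% in these data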;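 further: higher means more PKAc released from R1A so a rise in polarization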
OPRM1-OPRD1 ag – agonists of OPRM1-OPRD1 heterodimerization, primary screen, cell-based, luminescence | Mu-type opioid receptor (Homo sapiens) + Delta-type opioid receptor (Homo sapiens), … | cells | activation, % at 9.3 µM | actives 0.3% (n = 340,000) | AID 504326, 2011; in the data active means activation above about 18%;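 further: 0% = vehicle-treated cells and 100% = reference agonist; values of inactives mirror those of a sister screen read the other way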
V-ATPase pH – regulators of yeast V-ATPase proton pumping, primary screen, pHLuorin cytosolic pH fluorescence. S. cerevisiae. response, % at 10 µM. actives 0.37% (n = 350,000); in the data active means response mostly above about 7.3%, no sharp cut-off; inactive means mostly below about 5.4%; further: actives read high; inactives centre near 0; some compounds called inactive have numbers as strong as hits; reference of the scale not given here
PKA-R2B act – activators of PKA-R2B holoenzyme, primary screen, biochemical, fluorescence polarization, Cy5-IP20, human | AID 504700, 2011 | cAMP-dependent protein kinase catalytic subunit beta (Homo sapiens) + cAMP-dependent … | actives 0.079% (n = 340,000) | activation, % at 11.4 µM | PKA-R2B holoenzyme dissociation; R2B truncated from residue 108, S112A mutant; 0% DMSO only, 100% 113 µM cGMP;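 active means activation above a cutoff set at the mean over all compounds plus 3 SD, cut at about 18% in these data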;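 further: higher means more holoenzyme dissociation and a rise in polarization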
Target sequence (P31323 whole entry, looked up, other chains not shown, the tested form may be a part): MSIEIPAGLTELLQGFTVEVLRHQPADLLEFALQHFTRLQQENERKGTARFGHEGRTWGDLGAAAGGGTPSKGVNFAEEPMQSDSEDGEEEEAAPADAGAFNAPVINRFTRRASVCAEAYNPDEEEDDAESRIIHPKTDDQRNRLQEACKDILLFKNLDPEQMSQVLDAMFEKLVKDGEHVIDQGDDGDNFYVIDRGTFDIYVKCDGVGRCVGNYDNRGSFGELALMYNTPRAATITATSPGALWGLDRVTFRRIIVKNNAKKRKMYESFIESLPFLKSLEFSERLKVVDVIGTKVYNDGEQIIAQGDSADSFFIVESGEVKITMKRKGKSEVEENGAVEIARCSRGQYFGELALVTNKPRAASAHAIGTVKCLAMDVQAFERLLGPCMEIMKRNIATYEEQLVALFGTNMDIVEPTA
HTR5A ag ctr – HTR5A agonists in luminescence cell assay, primary screen, counter-screen for OPRM1-OPRD1 heterodimer agonist project, full-deck HTS | 5-hydroxytryptamine receptor 5A (Homo sapiens), P47898 | cell-based | activation, % at 9.3 µM | actives 0.61% (n = 340,000); in the data active means activation mostly above about 9.5%, no sharp cut-off; inactive means mostly below about 7.6%;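 further: 0% = cells with vehicle only and 100% = reference agonist; strong numbers were not always called active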
Target sequence (P47898 whole entry, looked up): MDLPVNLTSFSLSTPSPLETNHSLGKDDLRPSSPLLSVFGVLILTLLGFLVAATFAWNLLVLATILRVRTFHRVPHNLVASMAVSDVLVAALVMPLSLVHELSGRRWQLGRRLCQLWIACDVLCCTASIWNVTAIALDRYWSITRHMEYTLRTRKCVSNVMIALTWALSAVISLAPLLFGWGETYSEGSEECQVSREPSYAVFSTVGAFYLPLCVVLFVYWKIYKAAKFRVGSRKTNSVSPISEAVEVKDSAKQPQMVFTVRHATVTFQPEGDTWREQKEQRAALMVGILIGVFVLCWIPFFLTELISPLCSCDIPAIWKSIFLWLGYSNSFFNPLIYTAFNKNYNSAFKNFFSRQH
Arrestin-AP2 inh – inhibitors of beta-arrestin/AP2 binding, primary screen, biochemical, GPCR trafficking, flow cytometry; actives 0.31% (n = 340,000); beta-arrestin 1 C-terminal peptide binding to AP2 beta2-adaptin appendage (human); FITC-arrestin peptide / GST-AP2 beads; AP2 beta2 appendage carries R879A mutation; inhibition, % at 10 µM;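 active means inhibition above a set limit, near 3 SD of compounds lacking own fluorescence, cut at about 54% in these data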;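 further: plate controls were DMSO wells for no effect and 5 µM unlabelled arrestin peptide for full effect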
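Test system: GST-tagged AP2 beta2-adaptin appendage (R879A) on 4 µm glutathione beads; also added: fluorescein-tagged arrestin peptide at 50 nM final; timing: 12 min plus 1 h, RT; signal: flow cytometry, FL1 (488/535 nm); read-out: percent drop in bead-associated FITC signal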
HTR5A inv ctr – HTR5A inverse agonists in luminescence cell assay, primary screen, counter-screen for OPRM1-OPRD1 heterodimer inverse agonist project, full-deck HTS | HTR5A cell line, inverse agonism | inhibition, % at 9.3 µM | actives 0.083% (n = 340,000) | 5-hydroxytryptamine receptor 5A (Homo sapiens), P47898; in the data active means inhibition mostly above about 23%, no sharp cut-off; inactive means mostly below about 18%;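 further: 0% = cells with DMSO and 100% = no-cell wells with DMSO; some compounds called inactive have numbers as strong as hits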
* = called active by the depositor; . = not tested or not shown.

SMILES	DAGLB inh	OPRM1-OPRD1 inv	Pemphigus Ab inh	PKA-R1A act	OPRM1-OPRD1 ag	V-ATPase pH	PKA-R2B act	HTR5A ag ctr	Arrestin-AP2 inh	HTR5A inv ctr
COc1cccc(/C=N/n2c(-c3ccco3)nc3ccccc3c2=O)c1	-4	9	99	-6	-1.7	2	6	-3	-8	8
Cc1ccccc1NC(=O)C1CCN(C(=O)N2CCOc3ccccc32)CC1	-3	-6	103	-18	1.0	-2	2	-1	3	-12
CC1CCC(NC(=O)C(NC(=O)c2ccccc2)C(C)C)CC1 (configuration not stated)	2	-12	104	-18	2.3	4	-6	2	5	0
CCOC(=O)[C@@H]1[C@H]2COc3ccccc3[C@H]2N2C(=O)N(c3cccc(F)c3)C(=O)[C@]12C	-5	4	102	-5	-0.7	5	-1	-2	-6	6
COc1ccc2c(C#N)c3ccccn3c2c1	1	-22	99	-10	4.0	0	2	9	7	-26
CC(C)(C)C(=O)Nc1cc2c3c(c1)CCN3C(=O)CC2	-2	8	103	2	-1.6	3	-2	6	3	6
O=C(COc1cccc2ccccc12)N1CCN(c2ccccn2)CC1	-8	4	.	-16	-0.9	-1	-5	-7	2	-19
COc1ccc(CCNC(=O)CN(c2cccc([N+](=O)[O-])c2)S(C)(=O)=O)cc1OC	0	12	96	-5	-2.3	0	7	-1	32	5
COC(=O)[C@@H](Cc1ccccc1)NC(=O)Cn1cnc2c(SC)nc(N)nc21	-4	.	97	-8	.	-3	-8	.	8	.
C=CCn1c(O)c(C=Nc2ccccc2)sc1=S	1	6	109	-2	-1.1	-4	3	0	-20	-1
CCOc1ccc2nc(NC(=O)CCC(=O)c3cccs3)sc2c1	1	2	97	-15	-0.4	-3	-9	5	-16	-7
COc1cccc(NC(=O)CN(C)C(=O)c2cc(C)on2)c1	0	16	97	-9	-3.2	-1	0	-3	-8	-35
N#Cc1c(N2CCCCC2)nc(N)c2c(N)nc(SCC(=O)O)cc12	-4	-32	104	-8	5.8	-4	-2	0	5	-1
COc1ccc(S(=O)(=O)N2CCOCC2)cc1NC(=O)c1cc2c(s1)CCCC2	-2	10	96	5	-2.0	2	6	3	15	-11
COc1ccc(-c2nnc(NC(=O)C3CCCN3S(=O)(=O)c3cccs3)o2)cc1 (configuration not stated)	3	9	101	2	-1.7	-1	3	6	4	-15
Cn1cccc1Cc1nnc(SCC(=O)NCC2CCCO2)n1C (configuration not stated)	0	16	102	-9	-2.2	4	-10	1	-13	15
COc1ccc(NC(=O)C2CCN(S(=O)(=O)c3cccc4nonc34)CC2)cc1OC	-3	11	102	-7	-1.8	2	-9	0	20	-12
Cc1ccnc(NC(=O)CCC(=O)N(CC(=O)NCc2ccccc2)Cc2ccc(F)cc2)c1	-2	7	99	-1	-1.3	-6	2	8	7	-22
Cc1oncc1C(=O)Nc1cccc2ccccc12	1	-5	99	2	1.0	-6	-4	4	-3	-47
Cc1cc(C)n(C(=O)c2cc(F)c(F)cc2C)n1	0	6	92	-4	-0.9	-1	-6	-3	-1	10
Cc1ccccc1NC(=O)CN1C(=O)NC2(CCCCCCC2)C1=O	1	13	105	2	-2.8	2	-1	0	-6	14
Cn1nnnc1SCC(=O)N(C1CCCCC1)C1CCCCC1	-2	1	106	9	-0.1	-1	-16	4	-5	-31
COc1ccc(C(=O)COC(=O)C2CCN(S(=O)(=O)c3cccc4cccnc34)CC2)cc1	-1	-1	108	4	0.2	4	0	1	0	-4
Cc1ccc(S(=O)(=O)Cc2ccc(C(=O)N3CCCC3)o2)cc1	1	18	103	5	-3.5	-1	-13	10	-4	-30
COc1cc(NC(=O)COc2ccccc2C)ccc1NC(=O)c1ccco1	-2	1	101	0	-0.1	3	-9	4	-11	12
Cc1ccc(C(=O)OCC(=O)Nc2cc(S(=O)(=O)N3CCOCC3)ccc2C)cc1	-3	13	96	0	-2.6	4	-2	3	-5	-9
Cc1ccc(C)c(OCCC(=O)OCC(=O)Nc2ccc(Cl)cn2)c1	-4	-30	98	-24	4.6	-3	-10	6	17	4
Cc1c(N=Nc2ccc(O)cc2)c(=O)n(-c2ccccc2)n1C	0	18	116	-4	-3.8	-2	-17	-1	4	11
COc1ccc(NC(=O)C2CCN(C(=O)NCc3ccccc3)CC2)cc1	-4	7	87	0	-1.4	-3	0	2	17	14
Cc1ccc(C(=O)OCC(=O)Nc2ccc3[nH]c(=O)[nH]c3c2)cc1[N+](=O)[O-]	1	13	99	9	-2.4	-1	-4	3	2	-9
CC1(C)Cc2ccccc2C2=NNC(=O)C2=N1	-3	-40	99	-8	7.3	0	-5	-6	6	16
O=C(CNC(=O)c1ccc(Br)o1)NCc1cccc(Cl)c1	1	8	94	-12	-1.6	0	2	-1	-14	23
COc1ccccc1Nc1nnc(SCC(=O)c2c(N)n(C3CC3)c(=O)[nH]c2=O)s1	0	14	132	-17	-2.6	-1	-9	3	-2	-11
O=C(Cc1ccccc1)N1CCC(c2ccccc2)C1 (configuration not stated)	0	13	119	3	-2.5	-2	9	0	8	-20
COc1ccccc1C(C[N+](=O)[O-])c1c[nH]c2ccccc12 (configuration not stated)	-10	-12	107	6	2.4	2	7	0	-1	7
COc1cc(OC)c(C#N)c(S(=O)Cc2ccccc2)c1 (configuration not stated)	3	5	104	15	-1.0	2	0	1	-2	20
O=C1CN(C(=O)c2ccc(Cl)nc2)c2ccccc2N1	-3	1	113	-7	-0.2	-1	-8	-6	2	12
CN(C)C(=O)CSc1n[nH]c(=O)n1CCc1ccccc1	-1	38*	96	0	-6.0	0	3	-2	-4	3
COc1ccc(NC(=O)CSc2nnc(N)n2CC(=O)Nc2ccc(OC)cc2)cc1	-2	10	100	9	-2.0	-3	0	4	9	-12
CCc1nc(SCC(=O)N2CCCC2)c2ccccc2n1	2	6	102	-17	-1.1	-1	-9	-2	10	6
Cc1cc(C)c(NC(=O)Cn2nnc(C(=O)Nc3ccc(F)cc3F)c2N)c(C)c1	-1	6	97	2	-1.1	-2	1	-1	18	-10
O=C(CSc1nnc2ccccn12)Nc1ccc(S(=O)(=O)N2CCOCC2)cc1	1	0	89	2	0.0	4	-6	2	18	-5
N#Cc1c(N)n(-c2ccc(O)cc2)c2nc3ccccc3nc12	2	12	100	3	-2.3	-2	5	5	-18	-14
COc1ccc(N(CC(=O)Nc2cc(OC)c(OC)cc2C(=O)O)S(=O)(=O)c2c(C)noc2C)cc1	2	12	97	-9	-2.4	0	1	5	-7	-14
CCc1ccc(NSc2ccccc2[N+](=O)[O-])cc1	6	-20	121	-8	3.4	-9	13	2	27	-3
Cc1csc(NC(=O)C2CCCN(S(=O)(=O)c3cccnc3)C2)n1 (configuration not stated)	2	15	114	12	-3.0	-1	4	-1	16	3
Cc1ccccc1OC(=O)Cn1c(C(F)(F)F)nc2ccccc21	5	7	98	-13	-1.5	2	-3	1	-3	1
COc1cc(/C=N/NC(=O)c2cccc(S(=O)(=O)N3CCCC3)c2)cc(OC)c1O	-1	-3	97	-6	0.5	0	-6	-6	20	0
Cc1ccc(S(=O)(=O)Nc2cc3c(C(=O)O)c(C)oc3c3ccccc23)c(C)c1	7	-13	.	6	2.0	1	2	3	22	-10
O=C(/C=C/c1cc([N+](=O)[O-])ccc1OC(F)F)NCc1ccc(Cl)cc1	-5	-3	105	-15	0.8	-1	-6	0	24	-20
CCOC(=O)c1c(C)[nH]c(C(=O)CN2C(=O)NC3(CCCC3)C2=O)c1C	0	22	97	0	-4.1	1	-3	3	22	-10
Cc1nn(CCOc2ccccc2)c(=O)n1-c1c(F)cccc1F	0	-3	104	-4	0.6	4	-6	-1	-4	7
N/C(Cc1nc(-c2ccc(Br)cc2)cs1)=N\O	0	-4	103	0	0.8	-6	-13	3	-4	-32
Cc1ccc2cc(CN(Cc3ccco3)S(=O)(=O)c3c(C)ccc4nsnc34)c(=O)[nH]c2c1	0	12	97	-5	-2.3	-3	-13	3	29	-13
Cc1ccc(S(=O)(=O)N(Cc2n[nH]c(=S)n2-c2ccccc2)c2cccc(Cl)c2)cc1	2	-8	97	-4	1.4	-1	-3	0	34	0
N#CCCN(CCN1CCCC1)S(=O)(=O)c1ccc(-c2ccc([N+](=O)[O-])cc2)cc1	1	5	97	0	-0.8	-1	-14	-3	-24	8
CS(=O)(=O)c1cccc(C(=O)N(CCc2ccccc2)Cc2cccs2)c1	1	18	119	11	-3.4	-4	0	1	1	-2
Cc1cc(F)ccc1S(=O)(=O)N1CCCOC1CNC(=O)C(=O)NCc1ccc2c(c1)OCO2 (configuration not stated)	3	-14	108	3	3.5	0	0	-2	-13	4
CCOCCCNc1nc2c(c(=O)[nH]c(=O)n2C)n1CCCc1ccccc1	1	16	.	-18	-2.9	1	-4	0	-8	-5
CCOC(=O)c1cc(S(=O)(=O)N2CCCC2)cn1C	-1	15	102	0	-2.9	1	-8	0	-10	6

The results go on:
SMILES	DAGLB inh	OPRM1-OPRD1 inv	Pemphigus Ab inh	PKA-R1A act	OPRM1-OPRD1 ag	V-ATPase pH	PKA-R2B act	HTR5A ag ctr	Arrestin-AP2 inh	HTR5A inv ctr
Cc1ccc(S(=O)(=O)N/N=C\c2ccc([N+](=O)[O-])o2)cc1	-2	-3	.	-1	0.7	-1	-7	0	-7	-8
N#Cc1ccccc1S(=O)(=O)N1CCN(C(=O)[C@@H]2CCCN2C(=O)c2cccs2)CC1	0	13	100	3	-3.1	6	4	-10	5	24
Cc1nn(-c2ccccc2)c(Cl)c1C(=O)NCC(C)C	-1	16	105	-14	-3.2	0	-6	-5	22	10
COc1ccc(-n2nc([N+](=O)[O-])c(=NCc3ccc4c(c3)OCO4)n2O)cc1	5	-9	89	-16	1.6	0	-10	5	-5	-13
O=C(Nc1ccc2c(c1)OCO2)c1ccc2c(c1)S(=O)(=O)c1ccccc1C2=O	7	-6	99	2	1.0	6	0	5	0	-13
Cc1ccc(OCCC(=O)OCC(=O)Nc2cc(C)cc(C)c2)cc1	-4	-2	.	-11	0.4	1	-12	1	-15	-16
CN1C(=O)c2ccccc2C(C(=O)O)C1c1cn(C)c2ccccc12 (configuration not stated)	2	-1	87	-5	0.1	-1	-2	0	1	0

Not a hit list; 2.4% or so of the library scored in one or more.
